# Giardia kill: kills Giardia lamblia. Giardia lamblia trophozoite viability. activity change, % at 7.66 µM, hits read low. 0.15% of 340,000 active. AID 540267; in the data active = activity change below about -80%; inconclusive = between about -30% and that limit;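 note: parasites exposed to compound for two days anaerobically before the ATP read; % is set by controls: 0 for no effect and ±100 for the full control effect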
#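 ATP-content bioluminescence gauges trophozoite survival. Cells (100/well) receive compound and incubate anaerobically for 48 hrs at 37 deg C; detection reagent follows for 15-30 min at room temperature.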
# CXXC DNA block: MLL CXXC-DNA interaction inhibition; Q03164; MLL-CXXC / FITC-HOXA9 DNA fluorescence polarization; Potency, µM (doses to about 115 µM), inactives show top-dose activity change, negative = inhibition, most hits filed as inhibitors; 0.037% of 290,000 active; active = well fitted inhibition curve with a large enough effect in the polarisation, with a control signal flat, not every such curve was filed as active; inconclusive = small, poorly fitted or top-dose-only effect, or effect the other way, or a change in a side signal; inactive = no such curve, though single readings can be large or run the other way; the % refers to the polarisation; note: potency is the fitted concentration of half-maximal effect
#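 Purified MLL-CXXC (added from a 7 uM solution) was preincubated 5 min at ambient with pinned compounds in 50 mM Tris-HCl pH 7.5, 50 mM NaCl, 1 mM DTT, 0.05% BSA. Fluorescein-labeled HOX-A9 DNA (50 nM solution) followed, 30 min, then polarization read.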
# TCR act: activators of T cell receptors. primary human leukocytes, anti-CD3, IL-2 HTRF, 48 h. 330,000 tested, under 10 active. Potency, µM (titrated, usually from 9.22 µM), for inactives: at the highest dose activation of IL-2 secretion, hits mostly activators; note: % of control where 0% means no effect
#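 Activity was scored as IL-2 release from primary human leukocytes given only a TCR signal (a-CD3 beads) plus compound for 48 hr. Detection used a two-antibody HTRF format read at 665nm.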
# Chronic BCR inh: blocks chronic active B-cell receptor signaling. Potency, µM (titrated, usually from 46.1 µM), for the others: at the top dose ratio change, negative = lower green/red ratio, hits mostly inhibitors. AID 493014. 0.05% of 340,000 active. ABC-DLBCL IkBa-CBG/CBR reporter, luminescence ratio, 4 h; active = well fitted inhibition curve with a large enough effect in the signal ratio, with a control signal flat, not every such curve was filed as active; inconclusive = small, poorly fitted or top-dose-only effect, or effect the other way, or a change in a side signal; the % refers to the signal ratio;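 note: potency is the fitted concentration of half-maximal effect; plate controls were basal doxycycline-induced cells for no effect and cells given 10 µM MG132 for full effect; MG132 reads +100%, hits lower the ratio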
#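 Compounds up to 46 uM were incubated four hours with TMD8 cells whose green CBG68 luciferase is fused to IkappaBalpha; red CBR luminescence normalised the signal, and concentration-effect curves were fitted to fusion, red and ratio data.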
# A-T KAP1 phos: potential ataxia-telangiectasia treatments restoring KAP-1 phosphorylation; Potency, µM (highest dose often 57.5 µM), without a hit: top-dose activation, usual class: activators; 0.19% of 320,000 active; […] A-T fibroblasts, KAP-1 phosphorylation AlphaLISA; neocarzinostatin DNA damage 30 min before lysis; note: potency is the fitted concentration of half-maximal effect; % of control where 0% means no effect; nearly all actives have a fitted effect of over 45% in size
#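 ATM-like activity read as KAP-1 phosphorylation via AlphaLISA donor/acceptor antibody pairs after lysis and 6 hr at 25C. Cells were ATM-null patient fibroblasts ([…], hTERT), dosed 60 min, then exposed to the DSB inducer NCS for 30 min.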
# GALK inhibitor: blocks human galactokinase activity | P51570 | Purified GALK, Kinase-Glo residual ATP luminescence | Potency, µM (titrated, usually from 57.5 µM), for inactives: top-dose activity change, negative = inhibition, usual class: inhibitors | 0.007% of 270,000 active | AID 1868; note: potency is the fitted concentration of half-maximal effect; % is set by controls: 0 for no effect and ±100 for the full control effect
#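 Human GALK (5 nM) with 35 uM ATP and 100 uM galactose in 20 mM HEPES pH 8.0, 5 mM MgCl2, 60 mM NaCl, 1 mM DTT, 0.01% BSA. After 1 h at room temperature, leftover ATP was read by Kinase-Glo Plus luminescence.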
# Tb PFK block: inhibitors of T. brucei phosphofructokinase; T. brucei PFK, ADP-Glo luminescence; 0.17% of 330,000 active; Potency, µM (doses to about 57.5 µM), without a hit: at the top dose activity, negative = inhibition, actives largely listed as inhibitors;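 note: potency is the fitted concentration of half-maximal effect; 0% = uninhibited 1x PFK enzyme wells and -100% = no-enzyme wells; nearly all actives have a fitted effect of over 60% in size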
#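 1.25 nM PFK with 0.5 mM F6P and 0.1 mM ATP in 0.1 M TEA pH 8.0, 5 mM MgCl2, incubated 45 min at room temperature; ADP measured by ADP-Glo luminescence; compounds titrated up to 57 uM.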
# FBPA coupling cs: counter-screen for Giardia aldolase inhibitors: coupling enzyme system | coupling enzyme system counterscreen, AmpLite Red fluorescence | activity change, negative = inhibition, % at 58.2 µM, hits read low | 0.67% of 290,000 active | AID 2472; in the data active = activity change below about -30%; note: % is set by controls: 0 for no effect and ±100 for the full control effect
#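 Counterscreen of the coupled detection system alone, without aldolase: glyceraldehyde-3-phosphate coupling enzymes plus AmpLite Red readout. Compounds at 57.5 uM final, 10 min RT preincubation, 20 min RT reaction, fluorescence 525/598 nm.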
# TSHR antagonist: human thyrotropin receptor antagonism | P16473 | 0.2% of 330,000 active | activity change, negative = inhibition, % at 11.5 µM | TSHR-expressing cells, TSH-stimulated cAMP HTRF, 2 h; hits give low values;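 active = activity change below a set negative limit, meaning inhibition stronger than a set level, cut at about -70% in these data; inconclusive = activity change between two set negative limits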; note: % is set by controls: 0 for no effect and ±100 for the full control effect
# Target sequence (P16473 whole entry, looked up): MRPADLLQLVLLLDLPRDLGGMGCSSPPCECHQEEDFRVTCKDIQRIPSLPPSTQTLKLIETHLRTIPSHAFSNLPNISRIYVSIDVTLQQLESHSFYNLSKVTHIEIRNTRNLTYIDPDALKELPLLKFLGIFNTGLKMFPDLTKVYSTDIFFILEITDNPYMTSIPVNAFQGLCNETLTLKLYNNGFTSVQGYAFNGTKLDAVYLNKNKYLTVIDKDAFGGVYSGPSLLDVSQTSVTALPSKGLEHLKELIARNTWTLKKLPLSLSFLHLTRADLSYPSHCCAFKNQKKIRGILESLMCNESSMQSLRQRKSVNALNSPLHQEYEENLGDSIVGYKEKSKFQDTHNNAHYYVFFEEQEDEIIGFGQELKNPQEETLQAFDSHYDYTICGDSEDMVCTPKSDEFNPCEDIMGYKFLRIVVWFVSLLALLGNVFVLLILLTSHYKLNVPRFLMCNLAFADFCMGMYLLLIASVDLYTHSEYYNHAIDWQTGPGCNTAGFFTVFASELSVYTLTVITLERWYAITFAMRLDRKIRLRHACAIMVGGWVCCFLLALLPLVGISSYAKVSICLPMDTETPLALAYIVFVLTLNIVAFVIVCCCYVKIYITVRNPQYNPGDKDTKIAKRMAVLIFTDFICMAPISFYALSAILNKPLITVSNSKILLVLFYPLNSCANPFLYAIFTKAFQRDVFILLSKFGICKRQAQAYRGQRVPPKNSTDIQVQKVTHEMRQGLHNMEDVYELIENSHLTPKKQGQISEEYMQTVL
#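 Antagonism was scored as loss of TSH-driven cAMP in TSHR cells, stimulated with 4nM TSH (EC80) for 2 hours at 37 deg C and detected by homogeneous HTRF competition immunoassay.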
# hERG WT inh: KCNH2 (human, wildtype) channel inhibition; Q12809; U2OS, BacMam KCNH2, thallium flux FluxOr; hits give low values; activity change, % at 1.84 µM; 0.37% of 340,000 active;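 active = maximum activity change below -70%; inconclusive = maximum activity change between -70% and -50%; inactive = maximum activity change above -50%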; note: % is set by controls: 0 for no effect and ±100 for the full control effect
#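 U2OS cells were transduced with wild-type KCNH2 virus (2.03 x 10^8 / mL) for 4 h at room temperature, then cultured overnight at 37 C. Thallium flux was read with FluxOr dye. Rate constants were normalized to DMSO controls.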
# An asterisk follows results filed as active; ? = inconclusive; · = not tested or not shown; & = joins results of further samples; [ ] = dose if it differs, or a comment. Unless noted, calls come from the whole dose curve; as a rule, active = well fitted curve in the direction sought with a large enough effect; inconclusive = small, poorly fitted or top-dose-only effect, or another doubt; inactive = no such curve, though single readings can be large; an effect the other way counts as inactive or inconclusive. Hits appear at their usual frequency. Share with any hit: about 1.6%.
SMILES,Giardia kill,CXXC DNA block,TCR act,Chronic BCR inh,A-T KAP1 phos,GALK inhibitor,Tb PFK block,FBPA coupling cs,TSHR antagonist,hERG WT inh
CN(CC(=O)Nc1ccc(F)cc1)CC(=O)Nc1ccc(Cl)c(S(=O)(=O)N2CCOCC2)c1,7.6,36.7%[activator],7.3%,3.2%,?,-0.8%,0.1%,3.8,3.1,-9.1
CCOC(=O)/C(=N\Nc1ccccc1[N+](=O)[O-])c1csc(N)n1,-20.6,1.1%,5.6%,10.0%,1.2%,1.1%,-3.2%,0.9,-1.0,-11.4
O=C(OCc1ccc(C(=O)c2ccccc2)cc1)c1cccc(-c2nnc(-c3ccccc3)o2)c1,-11.1,-9.1%,4.0%,-21.2%,-1.1%,-0.4%,1.7%,2.8,14.9,1.3
Cc1cccnc1NC(=O)C1CCN(S(=O)(=O)c2cccs2)CC1,7.7,4.4%,-0.3%,-6.2%,·,2.1%,3.5%,0.3,8.1,-0.5
Cc1nn(C)c(C)c1N1C(=O)c2cccc3c(N)ccc(c23)C1=O,-7.1,?,5.3%[46.1 µM],-1.4%,8.3%,·,0.8%,-0.1,-3.6,-19.3
c1ccc2[nH]c(CN3CCOCC3)nc2c1,1.4,-1.7%,0.6%,1.5%,4.7%,-0.3%,5.4%,2.7,21.7,6.4
C#CCNC(=O)C1=C[C@@H](C2CCCCC2)C[C@@H](OCc2ccc(CO)cc2)O1,16.9,12.3%,-4.8%,7.2%,-27.2%,0.9%,-6.1%,-8.0,17.8,5.7
Cc1cccc2cc(COC(=O)C3CCCO3)c(=O)[nH]c12 (stereo not given),-5.5,-5.6%,1.8%,-8.3%,16.4%,-3.2%,6.2%,6.5,11.9,-11.6
O=C(c1ccccc1)N1CCN(S(=O)(=O)c2ccc(Cl)c(C(F)(F)F)c2)CC1,15.6,·,3.2%,0.6%,4.4%,·,5.0%,·,40.8,0.7
COc1cc(N2CCCC2)c(OC)cc1C=O,-8.1,-2.2%,8.6%,25.9%,-5.1%,10.5%,-2.4%,-17.4,4.9,·
COc1ccc(NC(=O)c2cc3c([nH]c4ccccc43)c(C)n2)cc1,-15.8,18.0%,-5.2%[46.1 µM],?,-1.3%,1.1%,-1.5%,0.0,-18.4,26.0
O=C(c1ccc(OC2CCN(Cc3cccc(F)c3)CC2)cc1)N1CCCCC1,13.4,12.5%,1.6%,0.1%,15.0%,-5.0%,0.4%,·,-23.8,17.4
CCCc1cc(-c2n[nH]c(C(=O)OCC)c2-c2cscn2)c(O)cc1O,3.6,-6.8%,4.4%,?,-4.8%,0.5%,0.1%,-2.3,11.4,-3.6
Cc1ccc(CNC(=S)N2CCOCC2)cc1,17.0,-8.9%,-6.5%,-1.8%,1.2%,4.4%,-4.2%,1.4,5.4,2.8
Cc1ccc(Nc2nc(C)nc3c2oc2ccccc23)cc1,3.9,11.1%,-0.1%,?,6.3%,-3.6%,-1.7%,2.2,-10.3,13.0
Cc1nc(CNC(=O)CC2C(=O)NCCN2Cc2ccc(F)cc2)cs1 (stereo not given),-4.0,-8.6%,-2.1%,0.3%,3.7%,-2.6%,0.2%,·,12.4,2.1
Cc1cc(NC(=O)CCCC(=O)N(c2ccccc2)C(C(=O)NC2CCCCC2)c2cccs2)no1 (stereo not given),-5.3,-10.9%,-5.2%[46.1 µM],-12.7%,2.1%,0.5%,-1.0%,-1.7,9.7,-0.4
CN(C)S(=O)(=O)c1cc(NC(=O)COC(=O)CC2CC3CCC2C3)ccc1Cl (stereo not given),15.4,·,-1.9%,-9.2%,1.2%,·,2.1%,·,·,-19.3
Cc1ccc(C(=O)n2nc(-c3ccco3)nc2N)cc1,1.4,126.6%[activator],-3.9%,-0.3%,0.2%,-4.2%,-2.3%,0.8,-3.3,8.8
CC(=O)NNc1ccc(C(F)(F)F)cc1[N+](=O)[O-],7.5,0.2%,-7.7%[46.1 µM],-5.3%,-5.1%,-1.8%,2.0%,5.4,1.5,-6.8
Cc1ccc(NC(=O)N2CCC(c3ccccc3)C2)cc1C (stereo not given),1.4,-11.0%,-3.1%,?,-1.5%,3.6%,-4.3%,-3.0,6.3,-3.0
O=C(NCc1ccc2c(c1)OCO2)C(c1ccco1)N(C(=O)c1csnn1)c1ccccc1 (stereo not given),4.9,-6.6%,7.4%,-4.6%,6.0%,-4.0%,-1.9%,-4.4,-20.2,0.3
Cc1ccccc1C(=O)NC(=S)NC1CC1,4.3,5.6%,-1.1%,-3.0%,-6.7%,2.0%,2.2%,2.8,5.8,4.7
COc1ccc(S(=O)(=O)N2CCc3ccccc32)cc1C(=O)NCC(c1ccco1)N1CCCC1 (stereo not given),25.7,·,4.2%,2.5%,3.2%,·,-1.3%,·,·,-10.9
O=C(c1cc2c(s1)CCCC2)N1CCN(S(=O)(=O)c2ccccc2)CC1,-6.2,·,3.7%,-14.0%,9.4%,·,-7.4%,·,0.4,-11.1
CCN(CC)C(=O)COc1ccc(/C=C(\C#N)S(=O)(=O)c2ccccc2)cc1OC,0.2,-4.0%,0.1%,?,-4.1%,-2.8%,-4.1%,-1.6,-0.1,-5.3
COc1ccccc1/C=C/C(=O)OCC(=O)NC(=O)NC1CCCC1,-15.3,·,-3.2%[46.1 µM],?,-8.4%,·,-0.4%,·,11.4,-4.7
CN(CC(=O)Nc1ccc(F)cc1)C(=O)COC(=O)CCN1C(=O)C2CC=CCC2C1=O (stereo not given),11.2,4.2%,3.9%,0.5%,4.0%,5.4%,1.0%,·,7.7,-7.9
O=C(CSC1=NS(=O)(=O)c2cc(F)ccc2N1)NCc1ccccc1Cl,-3.1,·,2.6%,9.9%,4.7%,·,11.9%,·,2.7,-0.6
CC(C)c1ccccc1NC(=S)NC1CCCCC1,-11.6,-10.0%,-7.4%,?,4.1%,-0.9%,-1.4%,-1.7,-11.3,2.9
CCOC(=O)c1sc(N2C(=O)C(O)=C(C(=O)c3ccco3)C2c2cccc([N+](=O)[O-])c2)nc1C (stereo not given),17.4,10.1%,12.1%,?,-0.9%,-3.4%,-1.0%,·,18.2,5.1
NCCNC[C@@H]1COC2(CCCCCCCCCCC2)O1,-6.0,-2.4%,-1.5%,?,-12.7%,3.0%,-5.8%,6.1,3.0,-2.5
O=C1S/C(=C\C=C\c2ccco2)C(=O)N1c1ccc(O)cc1,2.3,7.9%,7.7%[46.1 µM],-21.1%,6.3%,-2.3%,?,-23.2,-7.0,-19.9
CCNC(=O)c1c(N)sc2c1CCCCC2,·,-13.2%,·,5.0%,-0.2%,7.6%,-20.8%,-9.0,-11.7,·
O=C1CC(N2CCC(c3nc4ccccc4s3)CC2)C(=O)N1Cc1ccccc1 (stereo not given),7.0,16.7%,-1.0%,1.2%,-0.5%,-0.2%,0.5%,2.9,-14.1,0.1
CCOCCCNC(=S)NCCCNc1nc2ccc(C)cc2cc1C#N,·,0.0%,·,-18.7%,0.4%,-1.3%,-2.5%,-1.5,-6.3,·
CCc1cccc(CC)c1NC(=O)C1SC(=Nc2ccccc2C)C(c2nc3ccccc3s2)=C1N (stereo not given),0.0,30.2%[activator],-13.6%,?,-1.3%,1.3%,-0.1%,-2.0,-8.9,10.5
CC(C)(C)c1nc(SCC(=O)N2CCCC2)c2ccccc2n1,-9.4,13.3%,-0.9%,-16.4%,-0.2%,1.5%,0.0%,0.0,7.7,-6.0
O=C(CN1CCCCC1)Nc1ccc(F)c(Cl)c1,14.1,-3.5%,2.4%,0.7%,8.9%,4.0%,-3.0%,2.8,6.1,-15.9
COC(=O)[C@@]1(Cc2ccc(F)cc2)[C@H]2c3cc(C(=O)N(C)C)n(Cc4ccccn4)c3C[C@H]2CN1C(=O)c1ccccc1,-29.8,-9.7%,8.9%,-6.4%,1.5%,·,-4.8%,1.1&1.0,2.3,·
CC(=O)N1CC(C)Sc2ccc(S(=O)(=O)NC(C)c3ccccc3)cc21 (stereo not given),24.9,-5.3%,-9.7%,-0.2%,18.8%,4.1%,0.2%,·,9.5,-1.8
COc1ccc(/C=N/Nc2nc(-c3ccc(Cl)cc3)cc(C(F)(F)F)n2)cc1OC,4.2,3.6%,-1.1%[46.1 µM],?,-0.3%,·,5.3%,0.2,-6.3,8.3
S=c1[nH]nc(COc2ccc(Cl)cc2)n1Cc1ccccc1,-7.4,-1.1%,-7.0%,-2.5%,-1.8%,9.5%,-1.0%,0.5,-2.2,-14.7
Cc1cccn2c(=O)cc(CSc3nnc(NC(=O)COc4ccccc4)s3)nc12,·,·,·,-4.3%,-0.6%,·,-1.8%,·,-8.7,·

# Source: PubChem
